Source: PubChem
IDE exosite inh = insulin-degrading enzyme (human) exo-site inhibition | P14735 | purified IDE, FL-6b probe fluorescence polarization; hits give low values | z-score at 20 µM | 6.3% of 17,000 active | AID 1259349;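 active = z-score of -3 or lower, meaning strong loss of probe binding signal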;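 note: His-tagged human IDE residues 42-1019 made in E. coli with 30 nM FL-6b probe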
Target sequence (P14735 42-1019 limits assumed): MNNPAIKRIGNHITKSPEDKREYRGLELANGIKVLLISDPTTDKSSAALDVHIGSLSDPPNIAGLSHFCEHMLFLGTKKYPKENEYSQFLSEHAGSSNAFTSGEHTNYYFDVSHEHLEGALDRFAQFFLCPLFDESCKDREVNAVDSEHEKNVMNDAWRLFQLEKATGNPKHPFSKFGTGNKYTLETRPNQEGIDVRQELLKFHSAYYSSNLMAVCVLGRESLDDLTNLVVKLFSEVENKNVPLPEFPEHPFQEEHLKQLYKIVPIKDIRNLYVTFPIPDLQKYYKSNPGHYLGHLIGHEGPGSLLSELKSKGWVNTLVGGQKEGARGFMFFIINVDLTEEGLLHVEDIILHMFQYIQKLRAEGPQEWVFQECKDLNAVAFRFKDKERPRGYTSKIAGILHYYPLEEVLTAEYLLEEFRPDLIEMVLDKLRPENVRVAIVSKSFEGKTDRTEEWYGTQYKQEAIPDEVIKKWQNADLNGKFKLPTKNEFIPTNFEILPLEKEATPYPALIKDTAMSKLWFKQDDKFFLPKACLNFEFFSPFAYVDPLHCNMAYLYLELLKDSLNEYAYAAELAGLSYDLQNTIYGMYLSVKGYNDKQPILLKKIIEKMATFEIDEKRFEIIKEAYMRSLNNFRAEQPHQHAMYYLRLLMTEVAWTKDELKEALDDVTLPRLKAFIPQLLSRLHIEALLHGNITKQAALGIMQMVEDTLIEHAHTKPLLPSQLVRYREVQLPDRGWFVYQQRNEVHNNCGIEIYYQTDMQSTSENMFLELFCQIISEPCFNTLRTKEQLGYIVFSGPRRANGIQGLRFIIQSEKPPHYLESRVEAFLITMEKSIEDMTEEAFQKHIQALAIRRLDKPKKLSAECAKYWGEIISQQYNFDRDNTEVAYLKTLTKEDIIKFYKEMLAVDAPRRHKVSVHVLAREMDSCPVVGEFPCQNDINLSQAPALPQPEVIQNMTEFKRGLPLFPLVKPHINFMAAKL
* marks the source's active call; other numbers are inactive results; & = joins results of further samples.

SMILES	IDE exosite inh
O=C(Cc1cccnc1)N1CCCCN2[C@H](CO)[C@H](c3ccc(/C=C/c4ccccc4)cc3)[C@H]2C1	-11.4*
C/C=C/c1ccc(C2[C@@H]3CN(Cc4nccs4)C[C@H]2N3)cc1 (stereo partly specified)	-1.65&3.17
C/C=C/c1ccc(C2[C@@H]3CN(C(C)=O)C[C@H]2N3)cc1 (stereo partly specified)	2.41&4.13
C[C@@H]1CN([C@H](C)CO)C(=O)CCCn2cc(nn2)CO[C@H]1CN(C)C(=O)Oc1ccc2ccccc2c1	-0.243
CCCC#Cc1ccc([C@H]2[C@H](CO)N3CCCCN(C(=O)Cc4ccccn4)C[C@@H]23)cc1	0.646
COCC#Cc1ccc([C@@H]2[C@H]3CN(C(=O)Cc4ccccn4)CCCCN3[C@H]2CO)cc1	-0.478
O=C(Cc1cccnc1)N1CCCCN2[C@H](CO)[C@@H](c3ccc(/C=C/c4ccccc4)cc3)[C@H]2C1	-9.36*
O=C(Cc1ccccc1)N1CCCCN2[C@H](CO)[C@H](c3ccc(C#Cc4ccccc4)cc3)[C@H]2C1	-1.93
CC=Cc1ccc2n(c1=O)C[C@H]1[C@H](CO)[C@@H](C(=O)OC)[C@@H]2N1S(=O)(=O)c1ccccc1C (mixture of isomers)	1.09
O=C(Cc1ccccn1)N1CCCCN2[C@@H](CO)[C@@H](c3ccc(-c4ccc(F)cc4)cc3)[C@@H]2C1	1.73
CCCC#Cc1ccc([C@H]2[C@H]3CN(C(=O)Cc4ccccn4)CCCCN3[C@H]2CO)cc1	-0.438
O=C1CNC[C@@H]2[C@H](c3ccc(Br)cc3)[C@@H](CO)N12	0.695
O=C(Cc1cccnc1)N1CCCCN2[C@H](CO)[C@@H](c3ccc(C#CC4(O)CCCC4)cc3)[C@H]2C1	-0.214
O=C(Cc1cccnc1)N1CCCCN2[C@H](CO)[C@@H](c3ccc(/C=C/c4ccccc4)cc3)[C@@H]2C1	-8.82*
COc1cccc(CN2CC3(C2)[C@H](c2ccccc2)[C@H](CO)N3C(=O)Cc2ccccc2)c1	0.875
O=C(Cc1ccncc1)N1CCCCN2[C@H](C1)[C@H](c1ccc(C#CC3(O)CCCC3)cc1)[C@@H]2CO	4.4
N#Cc1cccc(-c2ccc([C@H]3[C@@H](CO)N4CCCCN(C(=O)Cc5ccncc5)C[C@H]34)cc2)c1	1.44
COc1ccc(-c2ccc([C@@H]3[C@H]4CN(C(=O)Cc5ccccc5)CCCCN4[C@H]3CO)cc2)cc1	3.51
C/C=C/c1ccc([C@H]2[C@H](CO)N3CCCCN(C(=O)Cc4cccnc4)C[C@@H]23)cc1	-1.09
O=C(Cc1cccnc1)N1CCCCN2[C@H](CO)[C@@H](c3ccc(C#CC4(O)CCCC4)cc3)[C@@H]2C1	1.52

For reference, 4 of the compounds above.
SMILES	IDE exosite inh
CCCC#Cc1ccc([C@H]2[C@H](CO)N3CCCCN(C(=O)Cc4ccccn4)C[C@@H]23)cc1	0.646
COCC#Cc1ccc([C@@H]2[C@H]3CN(C(=O)Cc4ccccn4)CCCCN3[C@H]2CO)cc1	-0.478
O=C(Cc1cccnc1)N1CCCCN2[C@H](CO)[C@@H](c3ccc(/C=C/c4ccccc4)cc3)[C@H]2C1	-9.36*
O=C(Cc1ccccc1)N1CCCCN2[C@H](CO)[C@H](c3ccc(C#Cc4ccccc4)cc3)[C@H]2C1	-1.93

Going on with the list:
SMILES	IDE exosite inh
O=C(Cc1ccccn1)N1CCCCN2[C@H](CO)[C@@H](c3ccc(C#Cc4ccccc4)cc3)[C@H]2C1	-0.973
CN(C)CC#Cc1ccc([C@@H]2[C@@H](CO)N3CCCCN(C(=O)Cc4ccccn4)C[C@H]23)cc1	-1.42
N#Cc1cccc(-c2ccc([C@H]3[C@@H](CO)N4CCCCN(C(=O)Cc5ccncc5)C[C@@H]34)cc2)c1	1.19
O=C(Cc1cccnc1)N1CCCCN2[C@H](C1)[C@H](c1ccc(/C=C/c3ccccc3)cc1)[C@@H]2CO	-5.55*
O=C(Cc1ccccc1)N1CCCCN2[C@H](C1)[C@@H](c1ccc(-c3ccccc3)cc1)[C@@H]2CO	2.34
Cc1ccccc1-c1ccc([C@@H]2[C@@H](CO)N3CCCCN(C(=O)Cc4ccccn4)C[C@@H]23)cc1	-9.54*
C/C=C/c1ccc(C2[C@@H]3CN(Cc4cccc(F)c4)C[C@H]2N3)cc1 (stereo partly specified)	3.37&3.81
O=C(Cc1ccccn1)N1CCCCN2[C@@H](CO)[C@H](c3ccc(-c4ccccc4)cc3)[C@@H]2C1	1.89
COc1ccc(-c2ccc([C@@H]3[C@@H](CO)N4CCCCN(C(=O)Cc5ccccc5)C[C@@H]34)cc2)cc1	3.09
C/C=C/c1ccc(C2[C@@H]3CN(Cc4cocn4)C[C@H]2N3)cc1 (stereo partly specified)	1.31
O=C(Cc1ccncc1)N1CCCCN2[C@@H](CO)[C@@H](c3ccc(-c4ccncc4)cc3)[C@@H]2C1	1.54
C[C@@H]1CN([C@H](C)CO)C(=O)CCCn2cc(nn2)CO[C@@H]1CN(C)C(=O)Oc1ccc2ccccc2c1	0.152
COc1ccc(C#Cc2ccc([C@H]3[C@@H](CO)N4CCCCN(C(=O)Cc5cccnc5)C[C@H]34)cc2)cc1	-1.32
O=C(Cc1ccccc1)N1CCCCN2[C@@H](CO)[C@@H](c3ccc(-c4ccccc4)cc3)[C@@H]2C1	2.42
O=C(Cc1ccncc1)N1CCCCN2[C@H](CO)[C@H](c3ccc(C#CC4(O)CCCC4)cc3)[C@@H]2C1	1.53
O=C(O)C[C@@H]1CC[C@H]2NC[C@H](O)COC[C@@H]2O1	0.271
O=C([C@@H]1N[C@@H]2c3cccc(=O)n3C[C@@H]2[C@H]1CO)N1CCCCC1	0.058
COCC#Cc1ccc([C@@H]2[C@@H](CO)N3CCCCN(C(=O)Cc4ccccn4)C[C@@H]23)cc1	-0.263
OC[C@@H]1Nc2ccc(C#Cc3cccnc3)cc2[C@@H]2NCC[C@H]12	1.59
Cc1ccccc1-c1ccc([C@H]2[C@H]3CN(C(=O)Cc4ccccn4)CCCCN3[C@H]2CO)cc1	-0.983

Of the compounds above, these have fluorine.
SMILES	IDE exosite inh
O=C(Cc1ccccn1)N1CCCCN2[C@@H](CO)[C@@H](c3ccc(-c4ccc(F)cc4)cc3)[C@@H]2C1	1.73
C/C=C/c1ccc(C2[C@@H]3CN(Cc4cccc(F)c4)C[C@H]2N3)cc1 (stereo partly specified)	3.37&3.81

3 records drawn at random from those above:
SMILES	IDE exosite inh
COc1ccc(-c2ccc([C@@H]3[C@@H](CO)N4CCCCN(C(=O)Cc5ccccc5)C[C@@H]34)cc2)cc1	3.09
O=C(Cc1ccccn1)N1CCCCN2[C@H](CO)[C@@H](c3ccc(C#Cc4ccccc4)cc3)[C@H]2C1	-0.973
OC[C@@H]1Nc2ccc(C#Cc3cccnc3)cc2[C@@H]2NCC[C@H]12	1.59

The list continues:
SMILES	IDE exosite inh
Cc1ccccc1-c1ccc([C@@H]2[C@H]3CN(C(=O)Cc4ccccn4)CCCCN3[C@H]2CO)cc1	-10.2*
C/C=C/c1ccc([C@@H]2[C@@H](CO)N3CCCCN(C(=O)Cc4ccncc4)C[C@@H]23)cc1	-0.731
C/C=C/c1ccc([C@@H]2[C@H]3CN(C(=O)Cc4cccnc4)CCCCN3[C@H]2CO)cc1	0.339
N#Cc1cccc(-c2ccc([C@@H]3[C@H](CO)N4CCCCN(C(=O)Cc5ccncc5)C[C@@H]34)cc2)c1	-2.4
CCCC#Cc1ccc([C@H]2[C@@H](CO)N3CCCCN(C(=O)Cc4ccccn4)C[C@@H]23)cc1	3.97
CN(C)CC#Cc1ccc([C@H]2[C@@H](CO)N3CCCCN(C(=O)Cc4ccccn4)C[C@H]23)cc1	0.697
CC(C)CC#Cc1ccc([C@@H]2[C@H](CO)N3CCCCN(C(=O)Cc4ccccn4)C[C@@H]23)cc1	3.54
COCC#Cc1ccc([C@H]2[C@H](CO)N3CCCCN(C(=O)Cc4ccccn4)C[C@@H]23)cc1	0.327
O=C1CNC[C@@H]2[C@@H](c3ccc(Br)cc3)[C@H](CO)N12	1.35
CC(C)CC#Cc1ccc([C@@H]2[C@@H](CO)N3CCCCN(C(=O)Cc4ccccn4)C[C@H]23)cc1	5.91
COc1ccc(C#Cc2ccc([C@H]3[C@H](CO)N4CCCCN(C(=O)Cc5ccncc5)C[C@@H]34)cc2)cc1	-1.35

2 entries from above, as labelled records:
smiles: O=C(Cc1ccccn1)N1CCCCN2[C@@H](CO)[C@H](c3ccc(-c4ccccc4)cc3)[C@@H]2C1
  IDE exosite inh: 1.89
smiles: O=C(Cc1ccccc1)N1CCCCN2[C@H](CO)[C@H](c3ccc(C#Cc4ccccc4)cc3)[C@H]2C1
  IDE exosite inh: -1.93

A portion of the library; rates above refer to the full screens.
